TGFb inhibitor – inhibitors of TGF-b signaling; hit rate 1.2% among 410,000; HepG2 CAGA-GFP TGF-b/SMAD3 reporter, GFP fluorescence, 18 h; TGF-beta stimulated, 500 pg/mL final; Potency, µM (top dose mostly 46.1 µM), for the others: at the top dose activity, negative = inhibition, usual class: inhibitors; AID 588855; also: % is scaled to controls: 0 for no effect and ±100 for the full control effect; nearly all actives have a fitted effect of over 65% in size
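Read-out: total well GFP (ex488/em500-530) summed from mean per-cell fluorescence. Cells: HEPG2 CAGA-GFP, 1% FBS DMEM, 18 h at 37 degrees C with 500 pg/mL final TGF-beta. Unstimulated wells served as the full-inhibition control; stimulated DMSO wells = 0%.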
Nrf2 block – inhibitors of Nrf2 signaling | hit rate 2.1% among 360,000 | A549 ARE-Fluc reporter, luciferase luminescence, 18-24 h | Potency, µM (series often up to 46 µM), inactives show at the top dose activity change, negative = inhibition, actives largely listed as inhibitors | AID 504444; also: % is scaled to controls: 0 for no effect and ±100 for the full control effect; nearly all actives have a fitted effect of over 60% in size
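Two sequential reads on A549 ARE_Fluc cells exposed to compound for 18-24 h: a CellTiter-Fluor fluorescence read for viability, then a luciferase luminescence read for Nrf2/ARE activity.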
HepG2 viability – counter-screen for TGF-b inhibitors: cytotoxicity in HepG2 cells | HepG2 CAGA-GFP viability, ATP luminescence, 18 h | hit rate 0.76% among 410,000 | Potency, µM (top dose mostly 46.1 µM), for inactives: at the top dose activity change, negative = cytotoxicity, hits mostly cytotoxic; also: some results filed as inactive show a strong effect at the top dose
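HepG2 CAGA-GFP cells (1000/well, DMEM with 1% FBS) received compound, then TGF-beta at 500 pg/mL final, and were incubated 18 hours at 37 degrees C. Viability was read by CellTiter-Glo luminescence. Media-only wells were set as complete cell-killing and DMSO as no toxicity.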
Nrf2 ARE act – Nrf2 pathway activation | AREc32 ARE-luciferase reporter (MCF7-derived line), luminescence, 24 h | Potency, µM (top dose mostly 46.1 µM), for the others: at the top dose activation, hits mostly activators | hit rate 0.31% among 410,000; also: % of control where 0% means no effect; nearly all actives have a fitted effect of over 65% in size
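Quantitative high-throughput format: AREc32 reporter cells, 1000 per well, received compound by pin transfer and were incubated 24 hr at 37 deg C, 5% CO2, before Steady-Glo luminescence detection.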
EPAC2 antag – EPAC2 (human) antagonism. Potency, µM (series often up to 114 µM), inactives show top-dose activity, negative = inhibition, most hits filed as inhibitors. AID 720708. Q8WZA2. EPAC2 GEF exchange of Rap1B-BODIPY-GDP, fluorescence. hit rate 0.18% among 360,000; also: % is scaled to controls: 0 for no effect and ±100 for the full control effect; nearly all actives have a fitted effect of over 45% in size; many of its hits are not listed in these tables
Target sequence (Q8WZA2 whole entry, looked up): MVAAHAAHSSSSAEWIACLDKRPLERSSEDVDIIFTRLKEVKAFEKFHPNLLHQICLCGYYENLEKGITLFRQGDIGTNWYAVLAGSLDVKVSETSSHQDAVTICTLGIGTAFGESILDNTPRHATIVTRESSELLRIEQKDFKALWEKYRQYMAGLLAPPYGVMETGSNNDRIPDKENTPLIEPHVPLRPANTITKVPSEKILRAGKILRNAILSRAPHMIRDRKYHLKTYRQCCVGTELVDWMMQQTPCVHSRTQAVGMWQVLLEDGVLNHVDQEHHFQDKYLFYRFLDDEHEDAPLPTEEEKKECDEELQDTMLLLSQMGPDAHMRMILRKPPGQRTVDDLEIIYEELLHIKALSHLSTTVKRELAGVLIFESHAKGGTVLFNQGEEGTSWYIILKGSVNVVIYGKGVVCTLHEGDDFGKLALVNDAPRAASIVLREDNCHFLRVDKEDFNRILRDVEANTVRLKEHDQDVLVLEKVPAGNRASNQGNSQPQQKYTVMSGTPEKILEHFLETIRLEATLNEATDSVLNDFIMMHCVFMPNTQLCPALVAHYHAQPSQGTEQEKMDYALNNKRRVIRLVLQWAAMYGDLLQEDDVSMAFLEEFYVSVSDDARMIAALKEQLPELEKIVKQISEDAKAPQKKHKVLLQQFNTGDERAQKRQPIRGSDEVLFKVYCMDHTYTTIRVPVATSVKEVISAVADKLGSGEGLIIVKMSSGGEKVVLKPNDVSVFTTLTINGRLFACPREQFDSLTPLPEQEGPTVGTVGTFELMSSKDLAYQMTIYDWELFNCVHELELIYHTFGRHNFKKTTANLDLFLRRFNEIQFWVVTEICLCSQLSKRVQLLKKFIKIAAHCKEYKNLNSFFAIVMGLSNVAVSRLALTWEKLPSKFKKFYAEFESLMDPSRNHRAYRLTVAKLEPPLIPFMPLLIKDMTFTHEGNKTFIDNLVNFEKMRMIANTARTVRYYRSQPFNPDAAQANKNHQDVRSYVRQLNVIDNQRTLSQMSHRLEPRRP
MCF10A rerep – induces DNA re-replication in MCF 10a normal breast cells; MCF 10A DNA re-replication, Hoechst nuclear intensity, 48 h; Potency, µM (top dose mostly 46.1 µM), for inactives: top-dose activity, positive = re-replication, actives largely listed as activators; hit rate 2.9% among 350,000; also: % of control where 0% means no effect; nearly all actives have a fitted effect of over 50% in size
ATXN viability – reduces viability in counter-screen for ATXN expression inhibitors | S2 cells (HEK-293 line with an ATXN2-luciferase reporter) viability, CellTiter-Fluor protease fluorescence, 24 h | Potency, µM (titrated, usually from 56.7 µM), most hits filed as cytotoxic | hit rate 0.49% among 400,000 | AID 651635; also: nearly all actives have a fitted effect of over 40% in size
A549 viability – counter-screen for Nrf2 inhibitors: cytotoxicity in A549 cells | A549 ARE-Fluc cells, CellTiter-Fluor viability, 18-24 h | Potency, µM (doses to about 46 µM), for inactives: at the highest dose activity change, negative = cytotoxicity, most hits filed as inhibitors | hit rate 0.16% among 390,000; also: % is scaled to controls: 0 for no effect and ±100 for the full control effect
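Cytotoxicity counterscreen: CellTiter-Fluor fluorescence was measured in A549 ARE_Fluc cells after 18-24 h of compound exposure in a concentration series. The subsequent BugLite luminescent read reports ARE-luciferase activity.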
ATXN2 expr inh – reduces ATXN2 reporter expression in HEK-293 cells; AID 1745845; HEK-293 ATXN2-luciferase reporter, luminescence, 24 h; Potency, µM (highest dose often 57 µM), for inactives: at the top dose activity change, negative = inhibition, hits mostly inhibitors; hit rate 0.72% among 360,000; also: % is scaled to controls: 0 for no effect and ±100 for the full control effect; nearly all actives have a fitted effect of over 55% in size
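qHTS (up to 57 uM final) was run with 24 h compound exposure of reporter cells at 37 °C. Each well was multiplexed: SteadyGlo luminescence measured ATXN2-luciferase expression after a fluorogenic Gly-Phe-AFC viability readout (25 uM final).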
* hit, by the source's call; i = inactive; ? = inconclusive; · = no result given; [ ] = dose if it differs, or a comment. Calls follow the shape of the dose curve; as a rule, active = well fitted curve in the direction sought with a large enough effect; inconclusive = small, poorly fitted or top-dose-only effect, or another doubt; inactive = no such curve, though single readings can be large; an effect the other way counts as inactive or inconclusive. Potency is read from the fitted curve at half-maximal effect. The list is partial; the hit share may differ from the screen's.

entry	SMILES	TGFb inhibitor	Nrf2 block	HepG2 viability	Nrf2 ARE act	EPAC2 antag	MCF10A rerep	ATXN viability	A549 viability	ATXN2 expr inh
1	CCCCC(CC)CNC(=O)C1C2C=CC(C2)C1C(=O)O (configuration not stated)	1%	-9%	6%	-0.6%	1%	17%	i	-1%	2%
2	Cc1cc(C)c2c(CN3CCCCCCC3)cc(=O)oc2c1	?	·	2%	4.6%	5%	·	i	·	2%
3	O=C(c1ccc2c(c1)OCO2)N(c1ccc(F)cc1)C1C=CS(=O)(=O)C1 (configuration not stated)	-1%	1%	-2%	-0.2%	3%	-2%	i	-1%	9%
4	CCOC(=O)c1cc(-c2ccccc2)nn1CC1CC(c2ccc(OC)cc2)=NO1 (configuration not stated)	-21%	-3%	-11%	0.6%	11%	9%	i	-1%	-16%
5	O=C1c2ccccc2C(=O)N1CCCCSc1nnnn1-c1ccccc1	4%	0%	6%	8.0%	-12%[57.1 µM]	3%	i	1%	6%
6	COC(=O)c1[nH]c2ccccc2c1NC(=O)CN1CCN(c2cccc(Cl)c2)CC1	?	·	-12%	0.5%	10%	?	i	-1%	-10%
7	O=[N+]([O-])c1ccc(NCCc2ccccc2)c(Br)c1	-2%	3%	-14%	4.4%	5%	5%	?	1%	·
8	O=C(CN1CCN(Cc2ccccc2)CC1)N/N=C/c1ccco1	0%	7%	-44%	0.6%	-9%	27%	?	8%	-17%
9	Cc1ccccc1OCC(=O)N(Cc1ccc(N(C)C)cc1)C1CCS(=O)(=O)C1 (configuration not stated)	1%	-33%	-25%	0.1%	-4%	7%	i	·	-1%
10	Clc1ccc(-c2nnc(COc3ncnc4ccccc34)o2)cc1	11%	8%	5%	0.8%	-3%	-3%	i	-12%	-19%
11	O=S1(=O)CC(NCc2ccccc2)C(Nc2ccc(Cl)cc2)C1 (configuration not stated)	-23%	-14%	0%	-0.2%	-2%	-39%[inhibitor]	i	3%	-6%
12	Cc1cc2ccccn2c1C(=O)c1ccc(N/N=C/c2ccc(C(=O)O)cc2)c([N+](=O)[O-])c1	?	-26%	-23%	-0.4%	?	3%	i	-14%	·
13	COc1cc(NC(=O)c2ccc(-c3ccnn3C)c3ccoc23)cc(OC)c1OC	-4%	·	-3%	6.2%	17%	·	i	·	12%
14	Cc1ccc(S(=O)(=O)N2CCOCC2)cc1NC(=O)COC(=O)CNC(=O)c1ccc(C(C)(C)C)cc1	0%	2%	5%	3.0%	-9%	14%	·	-1%	·
15	CCOc1ccccc1OCCC(=O)OCC(=O)Nc1c(C)nn(-c2ccccc2)c1C	21%	3%	-20%	-0.7%	2%	1%	i	0%	2%
16	COc1cc(NC(=O)CSc2nnnn2Cc2ccccc2)cc(OC)c1	-15%	0%	-4%	1.1%	5%	6%	i	17%	·
17	Cc1cnc(NC(=O)COc2ccc3c(c2)CCC3)s1	-18%	?	-39%	0.3%	2%	-8%	i	-17%	?
18	C/C(N)=C(/C#N)C(=O)CSc1nnc(-c2ccc3c(c2)OCO3)o1	1%	?	0%	-1.2%	-1%	4%	i	-4%	-33%
19	CC(OC(=O)Cc1c[nH]c2ccccc12)C(=O)Nc1ccccc1[N+](=O)[O-] (configuration not stated)	-26%	-12%	9%	2.8%	-12%	9%	?	-2%	4%
20	O=C(Cn1cnc2c(nnn2Cc2ccc(F)cc2)c1=O)NCc1ccc(F)cc1	-17%	-17%	14%	-0.5%	5%	?	i	-9%	-21%[11.3 µM]
21	COc1ccc(CC(=O)NC(C)CCc2ccccc2)cc1 (configuration not stated)	-10%	-22%	-11%	0.1%	-3%	3%	i	0%	-2%
22	CN(CC(=O)Nc1ccccc1C(F)(F)F)C(=O)C1CCN(S(=O)(=O)c2ccc3c(c2)OCCO3)CC1	0%	-11%	-4%	0.0%	3%	1%	?	-2%	5%
23	Cc1ccc(NC(=O)CSCc2cc(=O)n3cc(C)sc3n2)cc1	4%	1%	-3%	-1.4%	-1%	2%	i	-4%	16%
24	COc1ccc(C)cc1NCC(=O)Nc1ccc(C(C)(C)C)cc1	?	-23%	-9%	0.2%[9.22 µM]	-14%	16%	i	15%	-2%
25	O=C(c1ccco1)N1CCN(C(=O)C2CC2)CC1	17%	-11%	14%	-0.7%	1%	3%	i	-1%	6%
26	Fc1cc(F)cc(NC(=S)NN2CCOCC2)c1	2%	-13%	6%	0.4%	-3%	0%	i	2%	3%
27	C/C(=N\NC(=O)Cc1cccn1C)c1cccc2ccccc12	1%	1%	-24%	1.4%	-1%	6%	i	3%	-8%
28	COc1ccccc1NC(=O)Nc1nc(CC(=O)Nc2ccccc2F)cs1	-6%	-11%	-22%	2.8%	-8%	?	i	-3%	13%
29	Nc1c(-c2ccc(Cl)cc2)cnc2c(-c3ccc(F)cc3)cnn12	-3%	?	-39%	5.0%	2%	?	?	-10%	·
30	CC(Oc1ccccc1)C(=O)Nc1ccccc1F (configuration not stated)	2%	16%	8%	-0.5%	10%	5%	i	4%	12%
31	COc1ccc(Cl)cc1C(=O)Nn1cnnc1	11%	-1%	3%	0.1%	3%	-1%	i	-2%	·
32	CCOC(=O)N1CCC(NS(=O)(=O)c2cc(C(=O)OC)n(C)c2)CC1	3%	-9%	1%	-0.4%	-1%	-1%	i	-5%	4%
33	COc1ccc(Cl)cc1Nc1nc2ccc(C)cc2n2cnnc12	16%	9%	-28%	11%	-1%	8.2µM*	i	0%	-17%
34	O=C(Oc1cccc([N+](=O)[O-])c1)c1ccc2c(=O)n3c(nc2c1)CCC3	-8%	10%	-3%	2.4%	-12%	-4%	i	1%	10%
35	Cn1c(=O)c2c(nc(Br)n2CCSc2nnnn2-c2ccccc2)n(C)c1=O	-4%	14%	-15%	0.6%	7%	9%	i	15%	-12%
36	Cc1cc(NC(=O)c2cc(-c3cccc(Cl)c3)on2)n(-c2ccccc2)n1	2%	7%	-2%	9.9%	·	·	i	2%	2%
37	COc1ccc(F)cc1S(=O)(=O)Nc1ccncc1	13%	?	-4%	-0.4%	-6%	9%	i	0%	·
38	CCOC(=O)C1=C(CS(=O)(=O)c2ccccc2)NC(=O)NC1c1cccc(OC)c1 (configuration not stated)	-1%	-7%	-4%	-0.5%	8%	3%	i	4%	-5%
39	COCc1[nH]nc2c1C(c1ccc(OC)c(OC)c1)C(C#N)=C(N)O2 (configuration not stated)	11%	-21%	1%	0.3%	-1%	-4%	i	-1%	-3%
40	C/C(=N/NC(=O)c1ccncc1)c1ccc(NC(=O)c2ccccc2)cc1	7%	?	3%	6.9%	8%	-4%	i	0%	·
41	O=C(NNc1cc(N2CCOCC2)nc(N2CCOCC2)n1)C12CC3CC(CC(C3)C1)C2	5%	12%	-1%	-1.4%	0%	19%	i	-3%	0%
42	O=C(CN1C(=O)CSc2ccccc21)Nc1ccccc1C(=O)N1CCOCC1	-2%	8%	11%	-0.2%	-2%	0%	i	-5%	-1%
43	S=C(NCc1ccccc1)NN1CCOCC1	0%	8%	-48%	-0.5%	2%	5%	i	-2%	-13%
44	O=[N+]([O-])c1ccc(COn2nnc3ccccc32)cc1	8%	1%	-15%	0.6%	-1%	-24%	i	2%	3%
45	CCOc1ccc(CCNC(=O)C2CCCN(C(=O)N(C)C)C2)cc1OCC (configuration not stated)	28%	-3%	-2%	0.0%	7%	?	i	-4%	-1%

Gathered by group: the compounds so far containing an aryl methoxy group
entry	SMILES	TGFb inhibitor	Nrf2 block	HepG2 viability	Nrf2 ARE act	EPAC2 antag	MCF10A rerep	ATXN viability	A549 viability	ATXN2 expr inh
4	CCOC(=O)c1cc(-c2ccccc2)nn1CC1CC(c2ccc(OC)cc2)=NO1 (configuration not stated)	-21%	-3%	-11%	0.6%	11%	9%	i	-1%	-16%
13	COc1cc(NC(=O)c2ccc(-c3ccnn3C)c3ccoc23)cc(OC)c1OC	-4%	·	-3%	6.2%	17%	·	i	·	12%
16	COc1cc(NC(=O)CSc2nnnn2Cc2ccccc2)cc(OC)c1	-15%	0%	-4%	1.1%	5%	6%	i	17%	·
21	COc1ccc(CC(=O)NC(C)CCc2ccccc2)cc1 (configuration not stated)	-10%	-22%	-11%	0.1%	-3%	3%	i	0%	-2%
24	COc1ccc(C)cc1NCC(=O)Nc1ccc(C(C)(C)C)cc1	?	-23%	-9%	0.2%[9.22 µM]	-14%	16%	i	15%	-2%
28	COc1ccccc1NC(=O)Nc1nc(CC(=O)Nc2ccccc2F)cs1	-6%	-11%	-22%	2.8%	-8%	?	i	-3%	13%
31	COc1ccc(Cl)cc1C(=O)Nn1cnnc1	11%	-1%	3%	0.1%	3%	-1%	i	-2%	·
33	COc1ccc(Cl)cc1Nc1nc2ccc(C)cc2n2cnnc12	16%	9%	-28%	11%	-1%	8.2µM*	i	0%	-17%
37	COc1ccc(F)cc1S(=O)(=O)Nc1ccncc1	13%	?	-4%	-0.4%	-6%	9%	i	0%	·
38	CCOC(=O)C1=C(CS(=O)(=O)c2ccccc2)NC(=O)NC1c1cccc(OC)c1 (configuration not stated)	-1%	-7%	-4%	-0.5%	8%	3%	i	4%	-5%
39	COCc1[nH]nc2c1C(c1ccc(OC)c(OC)c1)C(C#N)=C(N)O2 (configuration not stated)	11%	-21%	1%	0.3%	-1%	-4%	i	-1%	-3%
